NR1D1 modulator: modulators of Rev-erb alpha DNA binding, primary screen, biochemical, FITC-DNA, fluorescence polarization, uHTS; Rev-erbα–FITC-DNA binding, 90 min; 370,000 compounds, 0.79% hits; Nuclear receptor subfamily 1 group D member 1 (Homo sapiens), P20393; activity, % at 10 µM;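 active = activity above about 14%, limit read from the data; passing the limit was not always enough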;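 also: 0% = DMSO wells with 35 nM protein and 100% = DMSO wells with 750 nM protein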
rCAG binder: binders of r(CAG) RNA repeats, primary screen, biochemical, fluorescence; AID 651821, 2012; inhibition, % at 3 µM; r(CAG) RNA repeat, TO-PRO-1 dye displacement fluorescence; 370,000 compounds, 1.3% hits;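 active = inhibition above the plate cutoff, the mean of all test compounds on that plate plus 3 SD, cut at about 35% in these data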;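 also: 0% = DMSO alone and 100% = 100 µM mitoxantrone as full dye displacement; higher means more dye released from RNA so lower well fluorescence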
LEDGF integ inh: blockers of LEDGF/p75-dependent integrase strand transfer – biochemical, TR-FRET, high throughput, primary screen | inhibition, % at 3.7 µM | 370,000 compounds, 0.64% hits | TR-FRET IN-LEDGF/p75 DNA integration, Eu/Cy5 | HIV-1 integrase (with human LEDGF/p75);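 active = inhibition above the screen-wide mean plus 3 SD, cut at about 13% in these data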;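 also: signal is the Cy5 over europium emission ratio at 671 and 618 nm; 0% = plate median of compound wells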
PG9 binder: binders of HIV-1 gp120 antibody PG9, primary screen, biochemical, TR-FRET; inhibition, % at 6.7 µM; HIV-1 gp120 / PG9 antibody interaction; TR-FRET gp120-PG9 antibody binding; 360,000 compounds, 0.43% hits; in the data active = inhibition above about 8.5%
PRMT1 inh: PRMT1 methyltransferase inhibitors, primary screen, biochemical, fluorescence polarization. inhibition, % at 2.79 µM. AID 652257, 2013. recombinant PRMT1, activity-based probe fluorescence polarization. 370,000 compounds, 1.3% hits;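 active = inhibition above about 21% made by adding two undisclosed values, limit read from the data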
Target sequence (Q99873 whole entry, looked up): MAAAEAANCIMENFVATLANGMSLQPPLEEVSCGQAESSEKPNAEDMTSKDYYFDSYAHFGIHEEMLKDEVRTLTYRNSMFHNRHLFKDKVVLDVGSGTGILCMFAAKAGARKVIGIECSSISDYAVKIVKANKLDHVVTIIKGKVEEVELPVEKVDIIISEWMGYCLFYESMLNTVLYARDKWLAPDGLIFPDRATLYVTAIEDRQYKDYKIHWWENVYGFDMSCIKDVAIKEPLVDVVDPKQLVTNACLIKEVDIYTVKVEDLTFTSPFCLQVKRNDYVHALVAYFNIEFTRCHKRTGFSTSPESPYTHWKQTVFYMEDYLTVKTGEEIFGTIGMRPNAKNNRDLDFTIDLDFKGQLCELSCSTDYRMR
UHRF1 binding: UHRF1 methylated DNA binding inhibitors, primary screen, counter-screen for MBD2 inhibitor project, biochemical, TR-FRET, human UHRF1, single concentration. E3 ubiquitin-protein ligase UHRF1 (Homo sapiens), Q96T88. UHRF1 binding to methylated oligo. inhibition, % at 4.4 µM. 370,000 compounds, 0.75% hits; in the data active = inhibition above about 21%;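 also: UHRF1 SRA domain binding a hemimethylated CpG hairpin DNA probe; 0% = median of test compound wells and 100% = reference inhibitor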
mABHD4 FP: ABHD4 inhibitors, primary screen, biochemical, fluorescence polarization, mouse; (Lyso)-N-acylphosphatidylethanolamine lipase (Mus musculus), Q8VD66; 370,000 compounds, 0.54% hits; AID 720543, 2013; inhibition, % at 8.92 µM; purified mABHD4, FP-Rh probe fluorescence polarization;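 active = inhibition exceeding the mean over every tested compound plus 3 SD, cut at about 30% in these data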;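 also: 0% = plate median of compound wells and 100% = S159A mutant with DMSO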
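assay system = mABHD4 protein | compound dosing = single nominal dose of 8.92 µM, 0.89% DMSO final | read-out basis = percent inhibition of probe binding, normalized to plate controls | schedule = Enzyme–compound pre-incubation 45 min, then probe 60 min, both 25 °C | detection = fluorescence polarization, excitation 525 nm, emission 598 nm, BODIPY TMR filters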
MBD2 inh: inhibitors of MBD2 binding to methylated DNA, primary screen, biochemical, TR-FRET, DNA-binding domain, human | MBD2 binding to methylated oligonucleotide | inhibition, % at 4.4 µM | 370,000 compounds, 0.31% hits | AID 686964, 2013; in the data active = inhibition above about 13%
Target sequence (Q9UBB5 whole entry, looked up, the tested form may be a part): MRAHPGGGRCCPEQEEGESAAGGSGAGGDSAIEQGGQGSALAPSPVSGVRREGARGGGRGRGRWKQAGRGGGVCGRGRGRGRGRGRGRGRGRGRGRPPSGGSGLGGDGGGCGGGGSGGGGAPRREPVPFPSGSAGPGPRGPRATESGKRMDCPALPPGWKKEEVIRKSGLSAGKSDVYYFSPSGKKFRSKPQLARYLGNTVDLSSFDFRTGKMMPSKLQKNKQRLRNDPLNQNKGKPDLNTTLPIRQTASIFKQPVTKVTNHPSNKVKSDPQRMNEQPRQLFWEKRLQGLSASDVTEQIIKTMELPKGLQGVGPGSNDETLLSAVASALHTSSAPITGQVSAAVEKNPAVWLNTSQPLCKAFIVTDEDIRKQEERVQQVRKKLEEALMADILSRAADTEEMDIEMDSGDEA
TCR-CD3 inh: inhibitors of human TCR-CD3 interaction, primary screen, biochemical, fluorescence, TAMRA-labeled TCR probe | T-cell receptor (TCR) | inhibition, % at 9.4 µM | AID 651800, 2012 | 360,000 compounds, 0.37% hits; in the data active = inhibition above about 19%;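 also: recombinant mutant TCR 2C K166C tagged with TAMRA read by polarization; 0% = receptor in buffer alone and 100% = receptor with positive control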
HTRA1 inh: HTRA1 serine protease inhibitors, primary screen, biochemical, fluorescence polarization, HTS; Q92743; recombinant HTRA1, FP-rhodamine activity-based probe; inhibition, % at 5.96 µM; 340,000 compounds, 0.5% hits; in the data active = inhibition above about 36%;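 also: 0% = enzyme with DMSO and 100% = wells lacking enzyme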
Starred values were filed as active, the others as inactive. These rows are one share of the data; count on the stated rates, not on these rows.

`CN(Cc1ccccc1)C(=O)CCC(=O)N(C)Cc1ccccc1` gave NR1D1 modulator -4, rCAG binder 0, LEDGF integ inh 4, PG9 binder 0.7, PRMT1 inh -1, UHRF1 binding 1, mABHD4 FP 8, MBD2 inh -3, TCR-CD3 inh 5 and HTRA1 inh 2.
`O=C(CS(=O)(=O)c1ccccc1)N1CCCCC1` gave NR1D1 modulator 1, rCAG binder -4, LEDGF integ inh -2, PG9 binder -0.6, PRMT1 inh -2, UHRF1 binding 0, mABHD4 FP 5, MBD2 inh 0, TCR-CD3 inh 11 and HTRA1 inh -3.
For COc1ccc(N2CCN(c3oc(Cc4cccc5ccccc45)nc3C#N)CC2)cc1 the results were NR1D1 modulator 4, rCAG binder 2, LEDGF integ inh -2, PG9 binder -0.7, PRMT1 inh 1, UHRF1 binding 0, mABHD4 FP 8, MBD2 inh 3, TCR-CD3 inh -7 and HTRA1 inh -5.
For O=C(CCS(=O)(=O)c1ccc(Br)s1)NCc1ccccc1 the results were NR1D1 modulator -1, rCAG binder 0, LEDGF integ inh -4, PG9 binder 0.5, PRMT1 inh 2, UHRF1 binding 4, mABHD4 FP -2, MBD2 inh 3, TCR-CD3 inh -4 and HTRA1 inh -10.
Screening O=C(NCc1ccc2c(c1)OCO2)c1cc(-c2ccncc2)nc2ccccc12 returned NR1D1 modulator 3, rCAG binder 7, LEDGF integ inh -1, PG9 binder -1.7, PRMT1 inh -1, UHRF1 binding -1, mABHD4 FP -1, MBD2 inh -1, TCR-CD3 inh 6 and HTRA1 inh -8.
Screening Cc1ccc(NC(=O)C2=C(O)c3ccccc3N(C)S2(=O)=O)cc1 returned NR1D1 modulator 4, rCAG binder 2, LEDGF integ inh -5, PG9 binder -4.4, PRMT1 inh 13, UHRF1 binding -3, mABHD4 FP -6, MBD2 inh -9, TCR-CD3 inh -7 and HTRA1 inh -10.
Screening Cc1nc(Nc2cccc(O)c2)c2c3c(sc2n1)CCC3 returned NR1D1 modulator -3, rCAG binder 5, LEDGF integ inh 6, PG9 binder 0.9, PRMT1 inh -5, UHRF1 binding -3, mABHD4 FP -3, MBD2 inh -2, TCR-CD3 inh -1 and HTRA1 inh -13.
Cc1ccc(/C=C(\NC(=O)c2ccccc2)C(=O)NCCc2ccccn2)o1 was read as NR1D1 modulator 1, rCAG binder 4, LEDGF integ inh -1, PG9 binder 0.5, PRMT1 inh 8, UHRF1 binding -3, mABHD4 FP 6, MBD2 inh 2, TCR-CD3 inh 4 and HTRA1 inh 1.
CCC(c1nnnn1-c1ccc2c(c1)OCCO2)N1CCN(c2ccccn2)CC1 (stereo unspecified) was read as NR1D1 modulator -4, rCAG binder 1, LEDGF integ inh 3, PG9 binder -1.5, PRMT1 inh -2, UHRF1 binding 0, mABHD4 FP -2, MBD2 inh -10 and TCR-CD3 inh -1.
For Cc1ccc(NC(=S)N(CCCN2CCC(C)CC2)Cc2ccco2)cc1C the results were NR1D1 modulator -3, rCAG binder -4, LEDGF integ inh 1, PG9 binder -0.8, PRMT1 inh -5, UHRF1 binding -1, mABHD4 FP -6, MBD2 inh -7, TCR-CD3 inh 0 and HTRA1 inh -2.
`CCn1cc(C(=O)N[C@H](C(=O)NCCCO)C(C)C)c(=O)c2cc3c(cc21)OCO3` gave NR1D1 modulator -5, rCAG binder -3, LEDGF integ inh 3, PG9 binder 1.2, PRMT1 inh -1, UHRF1 binding 0, mABHD4 FP 2, MBD2 inh -1, TCR-CD3 inh -2 and HTRA1 inh 2.
For COCCCNC(=O)C[C@H]1C[C@@]2(C(=O)OC)C(=C[C@H](COCc3ccccc3)O[C@@H]2C)N(Cc2ccco2)C1=O the results were NR1D1 modulator 9, rCAG binder 3, LEDGF integ inh 0, PRMT1 inh 9, UHRF1 binding -2, mABHD4 FP 0 and MBD2 inh -8.
Screening COc1ccc(CN2CCC(CO)(Cc3cccc(C(F)(F)F)c3)CC2)cc1Cn1cccn1 returned NR1D1 modulator 5, rCAG binder -11, LEDGF integ inh -3, PG9 binder 1.4, PRMT1 inh -4, UHRF1 binding 2, mABHD4 FP 8, MBD2 inh 0, TCR-CD3 inh -10 and HTRA1 inh 6.
`Cc1ccc(N2C(=O)CSC23C(=O)Nc2ccccc23)cc1` (stereo unspecified) gave NR1D1 modulator -3, rCAG binder -1, LEDGF integ inh 3, PG9 binder 0.1, PRMT1 inh 5, UHRF1 binding -2, mABHD4 FP 0, MBD2 inh 3, TCR-CD3 inh 6 and HTRA1 inh 5.
`CN(Cc1ccccc1)C(=O)C1CCN(S(C)(=O)=O)CC1` gave NR1D1 modulator 7, rCAG binder -2, LEDGF integ inh -9, PG9 binder 0.8, PRMT1 inh 0, UHRF1 binding 3, mABHD4 FP 6, MBD2 inh 1, TCR-CD3 inh 0 and HTRA1 inh 12.
Cc1cc(C)c(C)c(OCC(=O)O/N=C(\N)c2cccnc2)c1 was read as NR1D1 modulator 9, rCAG binder 0, LEDGF integ inh 0, PG9 binder -0.8, PRMT1 inh 10, UHRF1 binding 0, mABHD4 FP 0, MBD2 inh -3, TCR-CD3 inh -3 and HTRA1 inh -6.
For COCCNc1nnc(SCC(=O)N2CCN(S(=O)(=O)c3ccccc3)CC2)s1 the results were NR1D1 modulator -6, rCAG binder -4, LEDGF integ inh 1, PG9 binder -0.6, PRMT1 inh 1, UHRF1 binding 2, mABHD4 FP -3, MBD2 inh 1, TCR-CD3 inh 1 and HTRA1 inh 4.
For O=[N+]([O-])c1ccc(S(=O)(=O)N2CCN(Cc3c[nH]c4ccccc34)CC2)cc1 the results were NR1D1 modulator -3, rCAG binder 5, LEDGF integ inh 0, PG9 binder -0.2, PRMT1 inh 0, UHRF1 binding -1, mABHD4 FP -4, MBD2 inh -2, TCR-CD3 inh -1 and HTRA1 inh 2.
`Cc1cccc(C(=O)NC2CC3CCCC(C2)N3Cc2ccccc2)c1` (stereo unspecified) gave NR1D1 modulator 0, rCAG binder -4, LEDGF integ inh 0, PG9 binder -0.1, PRMT1 inh 2, UHRF1 binding -1, mABHD4 FP 5, MBD2 inh -1, TCR-CD3 inh -1 and HTRA1 inh 1.
Screening COc1ccc(CNC(=O)/C=C/c2ccc(S(=O)(=O)N3CCOCC3)cc2)cc1 returned NR1D1 modulator 7, rCAG binder -4, LEDGF integ inh 0, PG9 binder -0.9, PRMT1 inh -4, UHRF1 binding -1, mABHD4 FP 3, MBD2 inh -2, TCR-CD3 inh 3 and HTRA1 inh 1.

Molecules shown so far containing an aryl methoxy group (3):
For COc1ccc(N2CCN(c3oc(Cc4cccc5ccccc45)nc3C#N)CC2)cc1 the results were NR1D1 modulator 4, rCAG binder 2, LEDGF integ inh -2, PG9 binder -0.7, PRMT1 inh 1, UHRF1 binding 0, mABHD4 FP 8, MBD2 inh 3, TCR-CD3 inh -7 and HTRA1 inh -5.
Screening COc1ccc(CN2CCC(CO)(Cc3cccc(C(F)(F)F)c3)CC2)cc1Cn1cccn1 returned NR1D1 modulator 5, rCAG binder -11, LEDGF integ inh -3, PG9 binder 1.4, PRMT1 inh -4, UHRF1 binding 2, mABHD4 FP 8, MBD2 inh 0, TCR-CD3 inh -10 and HTRA1 inh 6.
Screening COc1ccc(CNC(=O)/C=C/c2ccc(S(=O)(=O)N3CCOCC3)cc2)cc1 returned NR1D1 modulator 7, rCAG binder -4, LEDGF integ inh 0, PG9 binder -0.9, PRMT1 inh -4, UHRF1 binding -1, mABHD4 FP 3, MBD2 inh -2, TCR-CD3 inh 3 and HTRA1 inh 1.

Carrying on:
Screening Cc1ccc(OCc2cc(C(=O)N(C)CCc3ccccc3)no2)cc1C returned NR1D1 modulator -5, rCAG binder -5, LEDGF integ inh 0, PG9 binder 0.7, PRMT1 inh -2, UHRF1 binding 3, mABHD4 FP -2, MBD2 inh -1, TCR-CD3 inh -9 and HTRA1 inh -19.
`O=C(OCc1ccccc1)N1CCC2CC1c1ccc(-c3ccc4c(c3)OCO4)cc12` (stereo unspecified) gave NR1D1 modulator 3, rCAG binder 8, LEDGF integ inh 1, PG9 binder -1.8, PRMT1 inh 3, UHRF1 binding 2, mABHD4 FP -15, MBD2 inh 5, TCR-CD3 inh 1 and HTRA1 inh -25.
`CSc1nnc2c(n1)C[C@H](c1ccccc1)[C@@H](C)[C@@H](C(=O)N1CCCC1)C2` gave NR1D1 modulator -4, rCAG binder 3, LEDGF integ inh -1, PRMT1 inh -3, UHRF1 binding -3, mABHD4 FP 2 and MBD2 inh 2.
COc1ccc(N2CC(C(=O)N3CCC(c4nc5ccccc5[nH]4)CC3)CC2=O)cc1 (stereo unspecified) was read as NR1D1 modulator -4, rCAG binder -3, LEDGF integ inh 1, PG9 binder 0.9, PRMT1 inh 0, UHRF1 binding -1, mABHD4 FP 5, MBD2 inh 2, TCR-CD3 inh -6 and HTRA1 inh -2.
Screening CN(C)C(CNC(=O)CCOc1ccccc1)c1ccco1 (stereo unspecified) returned NR1D1 modulator -9, rCAG binder 2, LEDGF integ inh 3, PG9 binder 1.5, PRMT1 inh -3, UHRF1 binding -4, mABHD4 FP -1, MBD2 inh 5, TCR-CD3 inh 3 and HTRA1 inh 11.
`Cc1cc(C)nc(Nc2n[nH]c(-c3ccccc3C)n2)n1` gave NR1D1 modulator -1, rCAG binder -1, LEDGF integ inh -7, PG9 binder -0.2, PRMT1 inh -3, UHRF1 binding 0, mABHD4 FP 4, MBD2 inh -1, TCR-CD3 inh -2 and HTRA1 inh 2.
`CC1(C)NC(=O)C(CCc2ccccc2)NC1=O` (stereo unspecified) gave NR1D1 modulator -1, rCAG binder 3, LEDGF integ inh 0, PG9 binder -0.8, PRMT1 inh -3, UHRF1 binding -1, mABHD4 FP 2, MBD2 inh -6 and TCR-CD3 inh -3.
For CC1=C(C(=O)N(C(C)C)C(C)C)CC(CC(=O)NCCCCc2ccccc2)C(=O)N1Cc1ccccc1 (stereo unspecified) the results were NR1D1 modulator 2, rCAG binder -1, LEDGF integ inh -3, PG9 binder -1.2, PRMT1 inh -3, UHRF1 binding 0, mABHD4 FP 6, MBD2 inh -6, TCR-CD3 inh -1 and HTRA1 inh -3.
For Nc1nc(SC23CC4CC(CC(C4)C2)C3)ns1 the results were NR1D1 modulator -3, rCAG binder 0, LEDGF integ inh 4, PG9 binder 0.1, PRMT1 inh 2, UHRF1 binding 0, mABHD4 FP 6, MBD2 inh -2, TCR-CD3 inh 6 and HTRA1 inh -2.
Screening Clc1ccc(-n2ncc3c(NCc4cccs4)ncnc32)cc1 returned NR1D1 modulator 3, rCAG binder 3, LEDGF integ inh -2, PG9 binder 1.1, PRMT1 inh 1, UHRF1 binding 12, mABHD4 FP -5, MBD2 inh 4, TCR-CD3 inh -4 and HTRA1 inh 12.

Screening results from PubChem.
